S-ASM inh = Inhibitors of Secretory Acid Sphingomyelinase (S-ASM): qHTS; Sphingomyelin phosphodiesterase (Homo sapiens), P17405; Potency, µM (series often up to 57.5 µM), for the others: at the highest dose activity change, negative = inhibition, most hits filed as inhibitors; 0.006% of 340,000 active; placental ASM, HMU-PC fluorogenic substrate, 60 min; note: potency is the fitted concentration of half-maximal effect
Target sequence (P17405 47-631 limits assumed): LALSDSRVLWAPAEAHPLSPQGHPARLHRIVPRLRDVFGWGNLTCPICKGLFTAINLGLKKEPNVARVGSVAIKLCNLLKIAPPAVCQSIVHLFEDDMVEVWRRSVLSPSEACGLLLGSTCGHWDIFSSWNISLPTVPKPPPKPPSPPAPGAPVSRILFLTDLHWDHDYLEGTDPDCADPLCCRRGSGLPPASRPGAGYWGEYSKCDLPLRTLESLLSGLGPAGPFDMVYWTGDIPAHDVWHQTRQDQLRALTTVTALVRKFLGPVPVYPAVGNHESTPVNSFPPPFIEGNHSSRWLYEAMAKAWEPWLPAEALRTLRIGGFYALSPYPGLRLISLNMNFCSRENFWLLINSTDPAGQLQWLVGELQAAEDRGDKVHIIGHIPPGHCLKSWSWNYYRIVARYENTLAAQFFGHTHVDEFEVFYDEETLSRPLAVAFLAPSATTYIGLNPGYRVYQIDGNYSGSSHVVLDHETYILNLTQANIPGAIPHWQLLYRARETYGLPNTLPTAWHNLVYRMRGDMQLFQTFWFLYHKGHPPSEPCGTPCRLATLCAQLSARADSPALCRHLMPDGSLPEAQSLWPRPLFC
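Fluorescence read-out (Ex 386 nm, Em 447 nm) after stopping the reaction at pH 10. Enzyme: ASM from human placenta; substrate HMU-PC0, 9 uM final; 60 min, 37 °C. Compound preincubation 10 min, ambient temperature.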
TSHR antagonist = Antagonists of the Thyroid Stimulating Hormone Receptor: HTS campaign; Thyrotropin receptor (Homo sapiens), P16473; TSHR-expressing cells, TSH-stimulated cAMP HTRF, 2 h; stronger effect = lower value; activity change, negative = inhibition, % at 11.5 µM; 0.2% of 330,000 active; AID 504810, 2011;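 active = activity change below a set negative limit, meaning inhibition stronger than a set level, cut at about -70% in these data; inconclusive = activity change between two set negative limits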; note: % is set by controls: 0 for no effect and ±100 for the full control effect
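TSHR-expressing cells were treated with compounds, then stimulated with TSH at EC80 (4nM final) for 2 hours at 37 deg C. Cellular cAMP was measured by HTRF competition between lysate cAMP and cAMP-d2 for a cryptate-labelled anti-cAMP antibody.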
Mito fusion act = qHTS Assay for Small Molecule Inhibitors of Mitochondrial Division or Activators of Mitochondrial Fusion. S. cerevisiae fusion-defective mutant growth rescue, CellTiterGlo 48 h. Potency, µM (highest dose often 46.1 µM), for inactives: at the top dose growth rescue (activation), most hits filed as activators. 0.23% of 320,000 active;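 note: potency is the fitted concentration of half-maximal effect; % of control where 0% means no effect; nearly all actives have a fitted effect of over 45% in size; temperature-sensitive fusion mutants such as fzo1-1 at 37 °C on non-fermentable ethanol glycerol medium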
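Yeast fusion mutant, YPEG (non-fermentable carbon), compound, 48 h at 37C non-permissive; CellTiterGlo added, 10 min RT, luminescence read. Rescued growth = division inhibition.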
MLL CXXC-DNA inh = qHTS Fluorescence Polarization Assay for Inhibitors of MLL CXXC domain - DNA interaction. Histone-lysine N-methyltransferase 2A (Homo sapiens), Q03164. MLL-CXXC / FITC-HOXA9 DNA fluorescence polarization. Potency, µM (highest dose often 115 µM), inactives show top-dose activity change, negative = inhibition, hits mostly inhibitors. 0.037% of 290,000 active; active = well fitted inhibition curve with a large enough effect in the polarisation, with a control signal flat, not every such curve was filed as active; inconclusive = small, poorly fitted or top-dose-only effect, or effect the other way, or a change in a side signal; inactive = no such curve, though single readings can be large or run the other way; the % refers to the polarisation; note: potency is the fitted concentration of half-maximal effect
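Steps: dispense CXXC domain solution (7 uM) → pin compounds or unlabeled HOX-A9 DNA control → 5 min ambient → add FLSN-HOX-A9 solution (50 nM) → spin → 30 min ambient → fluorescence polarization. Tris pH 7.5/NaCl/DTT/BSA buffer.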
PTAP TSG101 blk = qHTS Assay for Iinhibitors of HIV-1 Budding by Blocking the Interaction of PTAP/TSG101; Tumor susceptibility gene 101 protein (Homo sapiens), Q99816; AID 493005, 2010; Fluorescence polarization, FITC-PTAP peptide / Tsg101 binding; 340,000 tested, under 10 active; Potency, µM (top dose mostly 115 µM), inactives show top-dose activity change, negative = inhibition, hits mostly inhibitors; active = well fitted inhibition curve with a large enough effect in the main read-out, with a control signal flat, not every such curve was filed as active; inconclusive = small, poorly fitted or top-dose-only effect, or effect the other way, or a change in a side signal; inactive = no such curve, though single readings can be large or run the other way; note: potency is the fitted concentration of half-maximal effect; % of control where 0% means no effect
Target sequence (Q99816 whole entry, looked up): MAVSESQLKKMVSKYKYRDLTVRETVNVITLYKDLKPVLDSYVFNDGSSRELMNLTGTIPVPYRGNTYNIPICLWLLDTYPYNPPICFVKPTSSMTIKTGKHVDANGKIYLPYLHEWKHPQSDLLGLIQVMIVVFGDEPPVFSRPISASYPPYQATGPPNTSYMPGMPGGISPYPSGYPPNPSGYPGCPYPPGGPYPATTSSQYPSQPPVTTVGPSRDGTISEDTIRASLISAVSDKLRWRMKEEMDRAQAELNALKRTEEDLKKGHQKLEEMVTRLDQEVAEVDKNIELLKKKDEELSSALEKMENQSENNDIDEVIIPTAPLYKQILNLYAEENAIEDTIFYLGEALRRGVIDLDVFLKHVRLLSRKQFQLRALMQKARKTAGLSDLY
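Fluorescence anisotropy tracks displacement of a FITC-tagged PTAP peptide (50 nM) from the Tsg101 binding domain (10 uM), following a 20 min room-temperature incubation at pH 7.5.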
TCR act = Activators of T cell receptors: qHTS campaign; primary human leukocytes, anti-CD3, IL-2 HTRF, 48 h; Potency, µM (top dose mostly 9.22 µM), without a hit: at the top dose activation of IL-2 secretion, hits mostly activators; 330,000 tested, under 10 active; AID 504894, 2011; note: % of control where 0% means no effect
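Human primary leukocytes + a-CD3 beads + cpd, 48 hr; IL-2 in supernatant by HTRF (ex 320nm / em 665nm). No co-stimulatory signal supplied.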
Menin MLL FP TR = qHTS Assay for Inhibitors Targeting the Menin-MLL Interaction in MLL Related Leukemias: Competition With Texas Red Labeled MLL-derived Mutant Peptide. Potency, µM (doses to about 61.6 µM), without a hit: top-dose FP activity change, negative = inhibition, usual class: inhibitors. 0.23% of 270,000 active. O00255. Menin + Texas Red MLL mutant peptide, fluorescence polarization; active = well fitted inhibition curve with a large enough effect in the polarisation, with a control signal flat, not every such curve was filed as active; inconclusive = small, poorly fitted or top-dose-only effect, or effect the other way, or a change in a side signal; inactive = no such curve, though single readings can be large or run the other way; the % refers to the polarisation; note: potency is the fitted concentration of half-maximal effect; % of control where 0% means no effect; many of its hits are not listed in these tables
Integrin act MD = qHTS for Activators of Integrin-Mediated Alleviation for Muscular Dystrophy; Potency, µM (doses to about 38.3 µM), inactives show at the highest dose activation, most hits filed as activators; AID 624291, 2012; alpha7betagal myoblasts, beta-gal FDG fluorescence, 48 h; 0.064% of 350,000 active;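 note: potency is the fitted concentration of half-maximal effect; 100% = response of the positive control SU9516; nearly all actives have a fitted effect of over 60% in size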
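Alpha7betagal+/- myoblasts (passage 13) were plated 16-24 hr, then exposed to compounds (1:260 dilution of DMSO stock) for 48 hours at 37C. After MPER lysis, β-galactosidase reporter activity was read as FDG fluorescence (ex 480/em 540) after 30 minutes.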
MBNL1 CUG block = qHTS Assay for Inhibitors of MBNL1-poly(CUG) RNA binding; Muscleblind-like protein 1 (Homo sapiens), Q9NR56; TR-FRET MBNL1-His/biotin-(CUG)12 binding, 665/545 ratio; Potency, µM (series often up to 57.5 µM), for the others: at the highest dose activity change, negative = inhibition, usual class: inhibitors; 0.036% of 280,000 active; AID 2675, 2010; active = well fitted inhibition curve with a large enough effect in the signal ratio, with a control signal flat, not every such curve was filed as active; inconclusive = small, poorly fitted or top-dose-only effect, or effect the other way, or a change in a side signal; inactive = no such curve, though single readings can be large or run the other way; the % refers to the signal ratio; note: potency is the fitted concentration of half-maximal effect; % is set by controls: 0 for no effect and ±100 for the full control effect
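Compounds (final 92 nM to 58 uM) are added to His-tagged MBNL1 and biotin-(CUG)12, then terbium anti-His antibody and streptavidin-XL665 (5 nM final). After 60 min at room temperature, the 665/545 nm ratio is read.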
AT treatment = qHTS Assay for Identifying a Potential Treatment of Ataxia-Telangiectasia; Potency, µM (series often up to 57.5 µM), inactives show at the top dose activation, hits mostly activators; 0.19% of 320,000 active; […] A-T fibroblasts, KAP-1 phosphorylation AlphaLISA; neocarzinostatin DNA damage 30 min before lysis; AID 485349, 2010; note: potency is the fitted concentration of half-maximal effect; % of control where 0% means no effect; nearly all actives have a fitted effect of over 45% in size
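hTERT-immortalized A-T patient fibroblasts ([…]), 500 cells/well in OPTI-MEM, 1% FBS, got compounds for 60 min, then NCS for 30 min at 37C. Lysates were then assayed for phospho-KAP-1 by AlphaLISA (anti-pKAP1 donor, anti-KAP1 acceptor beads), 6 hr at 25C.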
An asterisk follows results filed as active; i = inactive; ? = inconclusive; . = not tested or not shown; & = joins results of further samples; [ ] = remark or other dose. Unless noted, calls come from the whole dose curve; as a rule, active = well fitted curve in the direction sought with a large enough effect; inconclusive = small, poorly fitted or top-dose-only effect, or another doubt; inactive = no such curve, though single readings can be large; an effect the other way counts as inactive or inconclusive. These rows are one share of the data, so the mix of outcomes need not match the whole.

nr | Molecule | S-ASM inh | TSHR antagonist | Mito fusion act | MLL CXXC-DNA inh | PTAP TSG101 blk | TCR act | Menin MLL FP TR | Integrin act MD | MBNL1 CUG block | AT treatment
1 | COc1cc(C=C2C(=O)NC(=O)NC2=O)ccc1O | -2% | -9 | 3% | ? | -4% | 3% | 24% | -9% | 3% | 5%
2 | CCCn1c(C(=O)c2ccccc2OC)nc2ccccc21 | 0% | 1 | 3% | 0% | 0% | -1% | -3% | 15% | 8% | 4%
3 | Cn1c(O)c(C=Nc2cccc(C(F)(F)F)c2)c(=O)n(C)c1=O | -2% | 12 | 11% | -5% | -2% | 13% | 6% | -7% | 7% | 16%
4 | CC(C)[N+](C)(CCC(C(N)=O)(c1ccccc1)c1ccccc1)C(C)C | 6% | 3 | -8% | -1% | 0% | 8% | 4% | . | 2% | .
5 | CC1=CC(=C2C(=O)NC(=S)NC2=O)C=C(C(F)(F)F)N1CCc1ccccc1 | . | -7 | 7% | 5% | . | . | 0% | . | 9% | -3%
6 | COc1ccc(C(=O)NC(=S)N2C[C@H]3C[C@H](C2)c2cccc(=O)n2C3)cc1OC | -1% | -7 | 4% | -2% | -4% | 2% | 13% | 22% | -3% | -4%
7 | CCCCn1c(NS(=O)(=O)c2ccc(C)cc2)c(C(=O)OCC)c2nc3ccccc3nc21 | i | -5 | 1% | 3% | 1% | 5%[46.1 µM] | -18% | -6% | . | 11%
8 | C/C(=N\NC(=O)c1ccccc1Cl)c1c(O)n(C2CCCCC2)c(=O)[nH]c1=O | -4% | 2 | 5% | -3% | -2% | -7% | ? | ? | -22% | -4%
9 | Cc1nccc2c1[nH]c1ccccc12 | 14% | -5&9 | 23%&-8% | -8%&10% | -5% | 5% | 4%[24.8 µM] | -23% | 8% | 9%
10 | NCCCNCCSP(=O)(O)O | . | -6 | -34%[inhibitor] | -1% | . | . | 2% | . | . | .
11 | COc1cc(C(=O)Nc2ccc(Br)cc2C(=O)c2ccccc2)cc(OC)c1OC | -2% | 8 | 2% | 16% | -1% | -4% | -30% | 21% | -5% | -3%
12 | COC(=O)C1=Nc2ccccc2/C1=C\c1c(O)n(C)c(=O)n(C)c1=O | 7% | -2 | -6% | -27% | -6% | -5% | . | 9% | ? | 23%
13 | Cc1cc(OCC(=O)N2C[C@H]3C[C@@H](C2)c2cccc(=O)n2C3)c2c(C)c(C)c(=O)oc2c1 | 1% | -6 | 1% | 0% | 1% | 3% | 5% | -13% | 4% | 6%
14 | Cn1c(O)c(Cc2ccc(OCc3ccccc3)cc2)c(=O)n(C)c1=O | 2% | 8 | 7% | ? | 2% | 0% | -1% | 7% | -2% | 0%
15 | CN(CCc1ccccc1)Cc1ccccc1[N+](=O)[O-] | -3% | 13 | -1% | 3% | -5% | -2% | 6% | -7% | ? | .
16 | Cc1nc2ccc(Br)cc2c(=O)n1-c1ccc([N+](=O)[O-])c(C(F)(F)F)c1 | -1% | 15 | 0% | 13% | -7% | 5% | -4% | -3% | -6% | 1%
17 | O=c1ccc2cc(O[C@@H]3O[C@@H](CO)[C@H](O)[C@@H](O)[C@@H]3O)c(O)cc2o1 | i | -7 | 8% | 8% | -1% | -19% | -2% | -6% | 57%[activator] | 19%
18 | O=C1NC(=O)N(Cc2ccco2)C(=O)/C1=C/c1cccn1CCOc1ccccc1Cl | -10% | -11 | 4% | -2% | -1% | 0%[46.1 µM] | ? | 8% | -12% | 21%
19 | O=C(O)C1=CC2c3ccccc3C1c1ccccc12 | 0% | -11 | 2% | -1% | -1% | . | 4% | 10% | 4% | 8%
20 | CC(C)CCOP(N)(=O)Oc1ccccc1Cl (centres undefined) | 12% | 7 | -4% | 13% | -2% | -3% | 1% | 10% | -2% | 14%
21 | Brc1ccc(CN2CCNCC2)s1 | -2% | 0 | -3% | 1% | -3% | 1% | 0% | -6% | 2% | -4%
22 | COC(=O)Cn1cc(/C=C2\C(=O)NC(=O)N(c3ccccc3)C2=O)c2ccccc21 | 4% | -3 | 0% | -21% | 9% | 1% | 10% | ? | 3% | -1%
23 | COc1ccc(CCn2c(O)c(C=NCCCn3ccnc3)c(=O)[nH]c2=O)cc1OC | 1% | -10 | 0% | -2% | -7% | 3% | 3% | -20% | 13% | 2%
24 | Cc1cccc(OP(N)(N)=O)c1C | -3% | -7 | 11% | 5% | 2% | -1% | -6% | 10% | -8% | 0%
25 | COc1cc(CC2(CCc3ccncc3)C(=O)N(C)C(=O)N(C)C2=O)cc(OC)c1OC | 0% | -6 | 2% | -16% | 1% | 9% | -6% | 17% | 7% | 4%
26 | N#Cc1c(N2CCNCC2)nc(-c2ccco2)c2c1CCCC2 | 85%[activator] | 1 | 4% | -2% | 1% | -3% | . | -48%[inhibitor] | . | 1%
27 | Clc1cccc(C2NCCc3[nH]cnc32)c1 (centres undefined) | 2% | 19 | 3% | 1% | -3% | 1% | . | 9% | -1% | 5%
28 | COC(=O)C(O)(c1ccc(N(C)C(=O)c2cccs2)cc1)C(F)(F)F (centres undefined) | 1% | -10 | 27% | 16% | -2% | 3% | 16% | -25% | -1% | 10%
29 | N#CC1=C(N)Oc2n[nH]c(-c3cccs3)c2C1c1ccsc1 (centres undefined) | -3% | -4 | -3% | -4% | -6% | 1% | 41%[activator] | -35% | 6% | 11%
30 | O=c1[nH]c(=O)n(C2CCCCC2)c(O)c1C=NCCCn1ccnc1 | 7% | 4 | -3% | -4% | 2% | 1% | 6% | 1% | -8% | -4%
31 | Cc1ccc(/C=C2\C(=O)NC(=S)N(c3ccc(F)cc3)C2=O)o1 | -14% | ? | -2% | 11% | -1% | . | 45%[activator] | -68%[inhibitor] | 13% | 7%
32 | COc1ccc(-c2cc(-c3ccccc3)[n+](C)c(-c3ccccc3)c2)cc1 | 397%[activator] | -6 | 3% | 8% | -1% | 5% | -23% | -70%[inhibitor] | ? | -3%
33 | Cn1c(O)c(C(=NCCN2CCCCC2)c2ccccc2Cl)c(=O)n(C)c1=O | 2% | -6 | -13% | 1% | -9% | 6% | -4% | -2%[7.66 µM] | 3% | 8%
34 | CC(=O)NC1=C(N2CC2C)C(=O)C(NC(C)=O)=C(N2CC2C)C1=O (centres undefined) | 3% | . | . | . | 0% | 10% | . | -21% | . | .
35 | O=C(Cc1ccccc1)N1CCN(C/C=C/c2ccccc2)CC1 | 6% | -7 | 5% | -8% | -1% | -5% | ? | 6% | -5% | -5%
36 | CCCCn1c(O)c(C(C)=Nc2ccc3c(c2)CCC3)c(=O)[nH]c1=O | -3% | 2 | -2% | -6% | -9% | -3% | . | 20% | -1% | -9%
37 | CCCCn1c(O)c(/C=N/N2CCCCC2c2cccnc2)c(=O)[nH]c1=S (centres undefined) | -2% | 0 | 9% | 9% | -6% | 1%[46.1 µM] | 10% | 12% | -12% | -2%
38 | CNC(C(=O)c1ccccc1)C(OC(C)=O)c1cccc([N+](=O)[O-])c1 (centres undefined) | 6% | -12 | -4% | 0% | 0% | -9% | . | 8% | . | -2%
39 | CCN(CC)c1ccc(N=Cc2c(O)n(Cc3ccccc3)c(=O)[nH]c2=O)cc1 | -1%&-1% | -22&3 | 7%&4% | ? | ? | -3% | -15%&1% | 10%&15% | 2% | 0%
40 | CC1NC(=O)NC(=O)C1Br (centres undefined) | 1% | . | . | . | -1% | -2% | . | 0% | . | .
41 | Nc1ccc(CCN2CCCC2)cc1 | 2% | -3 | 1% | -1% | -4% | -2% | -11% | 12% | -8% | 3%
42 | COc1ccc(C2NCc3ccccc3-n3cccc32)cc1 (centres undefined) | 2% | 2 | 5% | 16% | -1% | 10% | -18% | 2% | -4% | -6%
43 | CC(=O)[C@@]1(O)CC[C@H]2[C@@H]3CCC4=CC(=O)CC[C@]4(C)[C@H]3CC[C@@]21C | 1% | -4&-4 | 10%&0% | 5%&-6% | -2% | -6% | -5%&4% | . | 4% | -19%

Bioassay records as filed in PubChem.
